From PubChem BioAssay
TAAR1 antagonist – human TAAR1 antagonism | CHO RD-HGA16 TAAR1, Fluo-8 calcium fluorescence, antagonist | AID 624466 | inhibition, % at 3 µM | 360,000 compounds, 1.5% hits;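 active = inhibition above a per-plate cutoff, the mean inhibition of test compounds on that plate plus 3 SD, cut at about 49% in these data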;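 also: 0% = DMSO plus EC80 beta-PEA response and 100% = DMSO alone without agonist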
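Test system: RD-HGA16 CHO cells with stable hTAAR1 and Gα16 / Probe or stimulus: EC80 β-phenethylamine stimulus / Times: seeding 17-24 h prior, 75-min 37 °C, 30-min RT dye loading / Detection: Fluo-8 calcium-sensitive fluorescence / Read-out basis: % inhibition scaled between DMSO and EC80 PEA controls / Repeats: singlicate, one well per test compound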
CHRM5 agonist – CHRM5 agonism in calcium assay | activation, % at 3 µM | CHO-K1 hM5 cells, Fluo-8 calcium fluorescence; 0% DMSO wells, 100% maximal acetylcholine response | 360,000 compounds, 0.19% hits | P08912;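 active = activation above the run's mean over test compounds plus 3 SD, cut at about 23% in these data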;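 also: signal is peak over basal fluorescence ratio across the kinetic read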
Target sequence (P08912 whole entry, looked up): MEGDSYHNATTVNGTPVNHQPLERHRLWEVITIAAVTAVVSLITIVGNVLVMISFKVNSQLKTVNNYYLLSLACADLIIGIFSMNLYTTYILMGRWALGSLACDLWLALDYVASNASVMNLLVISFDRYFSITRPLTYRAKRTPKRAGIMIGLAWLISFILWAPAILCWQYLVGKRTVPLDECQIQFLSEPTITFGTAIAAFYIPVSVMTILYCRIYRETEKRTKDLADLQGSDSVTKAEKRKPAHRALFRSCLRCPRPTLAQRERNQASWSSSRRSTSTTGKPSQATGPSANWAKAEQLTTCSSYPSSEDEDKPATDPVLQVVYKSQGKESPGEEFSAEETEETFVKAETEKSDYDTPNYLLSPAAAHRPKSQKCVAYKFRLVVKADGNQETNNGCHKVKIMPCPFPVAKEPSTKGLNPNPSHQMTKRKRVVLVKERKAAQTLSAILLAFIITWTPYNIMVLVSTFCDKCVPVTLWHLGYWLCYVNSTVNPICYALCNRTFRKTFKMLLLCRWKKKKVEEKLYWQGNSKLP
TAAR1 agonist – agonists of human TAAR1; 360,000 compounds, 0.99% hits; AID 624467; Q96RJ0; CHO RD-HGA16 TAAR1, Fluo-8 calcium fluorescence; vehicle wells 0%, saturating PEA agonist 100%; activation, % at 3 µM;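 active = activation above the mean activation of all test compounds in the run plus 3 SD, cut at about 38% in these data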
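Test system: RD-HGA16 (CHO) cells co-expressing Gα16 and hTAAR1; dosing: one-point dosing at 3 µM (nominal); timing: 17-24 h seeding, 75 min 37 °C dye, 30 min RT; signal: kinetic Fluo-8 calcium fluorescence; read-out basis: % activation relative to PEA EC100 response; controls: DMSO and PEA EC100; replicates: n 1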
CHO-K1 Ca PAM – counter-screen for M1 PAMs: effect in parental CHO-K1 cells; ATP EC20, Fluo-8 calcium fluorescence; 0% at ATP EC20, 100% at ATP max; activation, % at 3 µM; 360,000 compounds, 0.02% hits; AID 602247;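 active = activation above the run cutoff, the mean activation of all test compounds plus 3 SD, cut at about 40% in these data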;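 also: peak over basal fluorescence ratio in a 140 s read after ATP addition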
M4 PAM – potentiates acetylcholine response at human M4 receptor. P08173. CHO-K1 hM4/Gqi5, Fluo-8 calcium fluorescence, ACh EC20; 0% = ACh EC20, 100% = maximal ACh. activation, % at 3 µM. 360,000 compounds, 0.4% hits;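 active = activation above its plate's cutoff, the mean activation of sample wells plus 3 SD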; also: some results filed as inactive read as strong as hits
Target sequence (P08173 whole entry, looked up): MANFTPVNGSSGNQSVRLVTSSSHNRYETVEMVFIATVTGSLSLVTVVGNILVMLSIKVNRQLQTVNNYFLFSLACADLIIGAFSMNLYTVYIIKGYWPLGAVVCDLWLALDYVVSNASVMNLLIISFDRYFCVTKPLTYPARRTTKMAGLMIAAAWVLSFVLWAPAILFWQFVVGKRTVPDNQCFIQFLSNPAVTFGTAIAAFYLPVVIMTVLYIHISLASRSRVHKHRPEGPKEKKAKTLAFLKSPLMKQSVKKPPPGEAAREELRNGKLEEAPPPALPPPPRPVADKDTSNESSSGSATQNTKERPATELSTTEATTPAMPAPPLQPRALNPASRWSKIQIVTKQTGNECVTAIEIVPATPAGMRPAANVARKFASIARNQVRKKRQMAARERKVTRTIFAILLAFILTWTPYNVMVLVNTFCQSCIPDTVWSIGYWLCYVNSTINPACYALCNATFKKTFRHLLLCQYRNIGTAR
CHRM5 PAM – CHRM5 positive allosteric modulation; P08912; CHO-K1 hM5, Fluo-8 calcium, ACh EC20 PAM; 0% = ACh EC20, 100% = ACh EC100; activation, % at 3 µM; 360,000 compounds, 0.3% hits;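 active = activation above the run cutoff, the mean activation of all test compounds plus 3 SD, cut at about 18% in these data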
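Probe or stimulus: acetylcholine, EC20 level; Assay system: human M5 receptor in CHO-K1 cells; Schedule: compound preincubation 140 s before EC20 acetylcholine addition; Technique: intracellular calcium via Fluo-8 fluorescence; Dosing: single-point, 3 µM nominal; Read-out basis: percent activation from peak-over-basal fluorescence ratio, scaled EC20-to-EC100 acetylcholine; Repeats: one well per compound, no replicates.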
CRFR2-BP ag – CRF-BP/CRF-R2 complex agonism. activation, % at 13.2 µM. 350,000 compounds, 0.46% hits. HEK293 CRF-R2/CRF-BP, calcium dye fluorescence (FLIPR); percent of saturating CRF peptide response;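 active = activation of at least 50%, plus an integration ratio under a set limit after plate pattern correction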;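 also: plate controls were neutral control wells without compound for no effect and CRF at EC100 for full effect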
M5 antag – blocks acetylcholine activation of human M5 receptor; P08912; CHO-hM5 cells, Fluo-8 calcium fluorescence, ACh EC80; inhibition, % at 3 µM; 360,000 compounds, 0.59% hits; AID 624040;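 active = inhibition above a per-plate cutoff, the mean of that plate's test compounds plus 3 SD, cut at about 27% in these data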;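 also: 0% = acetylcholine EC80 with DMSO and 100% = DMSO without agonist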
CRFR2-BP antag – blocks CRF-induced signaling of the CRF-BP/CRF-R2 complex; 350,000 compounds, 0.59% hits; inhibition, % at 11.8 µM; AID 588475; HEK293 CRF-R2/CRF-BP, CRF-induced calcium fluorescence;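 active = inhibition of the ligand-induced calcium signal above about 50% at the single tested concentration, limit read from the data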
The depositor's hits bear a star; · = no result given.

Every second line gives: M4 PAM	TAAR1 antagonist	CHO-K1 Ca PAM	CHRM5 PAM	CRFR2-BP antag	M5 antag	CRFR2-BP ag	TAAR1 agonist	CHRM5 agonist
1	CN(CC(=O)Nc1ccccc1Br)C(=O)CN1CCN(c2ccccc2Cl)CC1
→ 1.4	-1.1	2.2	1.5	-2.6	4.1	1.2	0.8	-1.7
2	CCC(C)NS(=O)(=O)c1ccc(NC(=O)C2CCN(C(=O)c3ccco3)CC2)cc1 (stereo not drawn)
→ -0.4	7.1	14.1	6.3	-5.7	-0.4	-0.3	1.0	-3.1
3	Cc1cccc(OCC(=O)Nc2ccccc2-c2ccccc2)c1
→ -10.1	-4.9	-12.2	-4.8	-15.5	0.5	0.2	-0.7	-2.9
4	COc1ccc(C(C)(O)c2nc(-c3ccc4c(c3)OCO4)cs2)cc1 (stereo not drawn)
→ -1.6	-0.4	2.7	-3.2	·	4.7	·	-0.6	1.3
5	CCOC(=O)C1(CCCc2ccccc2)CCN(C(=O)c2ccoc2)CC1
→ 11.2	-8.0	10.1	-4.1	-39.8	-15.7	-0.8	13.2	-0.1
6	CCCCN1C(=O)C(=O)N(CC(=O)Nc2ccccc2C(=O)OCC)C1=O
→ 2.6	-17.9	21.0	-6.0	6.9	11.8	1.1	5.3	-2.5
7	C#CCOc1ccc(/C=C2/C(=O)NN(c3ccc(F)cc3)C2=O)cc1OC
→ -3.3	13.7	22.1	7.6	-84.8	-3.4	4.4	99.4*	0.6
8	CCCCn1c(N)c(N(CCOC)C(=O)c2cc(-c3ccc(F)cc3)nc3ccccc23)c(=O)[nH]c1=O
→ 2.8	-4.4	24.4	7.1	7.5	-2.3	-0.9	3.0	1.0
9	COc1cccc(NC(=O)C2(C)CCN2Cc2ccc(OC(C)C)cc2)c1 (stereo not drawn)
→ 3.4	-2.9	29.1	-1.4	·	-6.9	·	8.9	-3.0
10	CC(C)CC(=O)NC1(C(F)(F)F)C(=O)N(CC(C)C)C2=C1C(=O)CC(C)(C)C2 (stereo not drawn)
→ -1.5	13.2	22.1	-1.1	-17.3	7.4	-2.2	1.3	-1.4
11	O=C(CNC(=O)c1ccco1)OC(C(=O)c1ccccc1)c1ccccc1 (stereo not drawn)
→ -1.2	-1.3	4.0	1.7	2.2	-5.2	-3.9	0.6	-5.0
12	COc1ccc(-c2nnc(SCc3cccnc3)o2)cc1
→ -0.8	-12.6	17.4	-1.6	-0.3	-1.8	-0.1	7.4	-4.7
13	O=C(Nc1ccnn1C1CCN(CCCc2ccccc2)CC1)c1cccc(F)c1
→ -3.2	-19.2	15.8	-11.1	-8.6	8.5	1.5	2.7	-5.4
14	CC1CCCCC1NC(=O)CCn1c(=O)oc2ccccc21 (stereo not drawn)
→ -5.2	-5.1	20.6	-5.5	15.4	13.2	1.1	4.5	-2.3
15	COC(=O)c1nc2n(n1)C(c1cc(OC)ccc1OC)C(C(=O)OC1CCCCC1)=C(C)N2 (stereo not drawn)
→ 0.2	15.9	9.6	-0.5	-22.9	-1.7	-0.3	15.1	-0.2
16	Brc1ccc(C2=CSC3=NCCN23)cc1
→ -4.0	-11.1	10.2	-12.4	3.4	9.6	-3.9	-0.9	-12.1
17	Cc1nn(-c2ccccc2)c(N2CCCC2)c1/C=N/NC(=O)c1cc2ccccc2cc1O
→ -4.2	50.9*	22.5	-7.8	-22.8	0.3	11.8	11.4	3.6
18	Cc1ccccc1NC(=O)CSc1n[nH]c(-c2ccccn2)n1
→ 7.8	-3.8	10.9	0.0	10.1	0.1	-0.4	-0.7	-3.9
19	CCC1CCCCN1CCCNC(=O)CCNC(=O)Cn1cnc2ccccc2c1=O (stereo not drawn)
→ -1.1	-6.7	5.9	1.9	-1.2	5.5	1.3	-1.6	-3.5
20	CCCCn1c(N)c(N(CCOC)C(=O)C2CCN(S(=O)(=O)c3ccc(C)c(C)c3)CC2)c(=O)[nH]c1=O
→ 5.2	-25.2	-6.8	5.9	4.2	0.5	-2.1	4.4	3.4
21	CCn1cnnc1SCC(=O)NCC1COc2ccccc2O1 (stereo not drawn)
→ 8.0	-4.9	19.1	3.4	2.0	3.8	-0.5	12.6	1.4
22	COc1cccc(CN2CC(C(=O)NCCOc3ccccc3F)CCC2=O)c1 (stereo not drawn)
→ 2.5	-23.4	14.7	-4.7	2.8	20.3	-2.8	3.3	-3.8
23	CCOc1ccc2ccccc2c1/C=N/n1cncn1
→ 9.7	7.3	21.5	-3.7	-15.9	-3.0	1.0	-0.5	-10.0
24	OCCCc1cn(-c2ccccc2)c2ccccc12
→ -2.4	-7.4	7.1	-2.6	-3.1	9.2	2.9	10.5	-2.3
25	CN1C=C(C(F)(F)F)C=C/C1=C(\C#N)c1nnc2n1CCCCC2
→ 1.8	-4.3	3.2	-5.4	17.8	20.2	-1.2	5.4	-1.3
26	CCOC(=O)NC(=O)CSc1nnc(SCCC(=O)O)s1
→ 13.0	3.9	12.4	10.1	20.9	-1.7	-2.4	1.8	0.3
27	COc1ccc(Cl)cc1N1C(=O)CC(N2CCN(S(=O)(=O)c3ccccc3F)CC2)C1=O (stereo not drawn)
→ 19.6	-7.5	23.8	12.5	31.5	-5.7	0.5	3.7	0.8
28	CCCCCC(=O)Nc1cccc(C2=NOC3(C2)C[C@@H](C(N)=O)N(C(=O)c2ccc(OC)cc2)C3)c1 (stereo partly drawn)
→ 6.9	5.1	-5.3	13.6	-9.9	-4.9	1.7	13.3	1.6
29	Cc1ccsc1C(=O)NN=C1CCCCCC1
→ 4.3	-5.0	-4.0	6.2	11.5	6.6	2.6	-0.4	-3.1
30	Cc1ccc(/C=N/Nc2nnc(Cl)c3ccccc23)cc1
→ -0.9	-11.6	11.4	1.3	7.5	-2.0	1.3	1.0	0.7

Three entries already listed, ordered by their value in CRFR2-BP antag, smallest number first:
no.	structure	M4 PAM	CHRM5 PAM	CRFR2-BP antag	M5 antag	CRFR2-BP ag	CHRM5 agonist
17	Cc1nn(-c2ccccc2)c(N2CCCC2)c1/C=N/NC(=O)c1cc2ccccc2cc1O	-4.2	-7.8	-22.8	0.3	11.8	3.6
22	COc1cccc(CN2CC(C(=O)NCCOc3ccccc3F)CCC2=O)c1 (stereo not drawn)	2.5	-4.7	2.8	20.3	-2.8	-3.8
26	CCOC(=O)NC(=O)CSc1nnc(SCCC(=O)O)s1	13.0	10.1	20.9	-1.7	-2.4	0.3

Next section
Every second line gives: M4 PAM	TAAR1 antagonist	CHO-K1 Ca PAM	CHRM5 PAM	CRFR2-BP antag	M5 antag	CRFR2-BP ag	TAAR1 agonist	CHRM5 agonist
31	CNC(=S)N/N=C/c1cn(Cc2ccc(C)cc2)c2ccccc12
→ -21.7	-4.1	25.6	-9.1	-16.5	0.9	0.8	-0.9	-4.3
32	O=C(/C=C\c1ccc(-c2ccccc2)o1)c1ccccc1
→ 0.2	-12.8	-6.7	-1.1	-10.8	-0.1	4.3	-0.2	0.3
33	C/C(=N/NC(=O)Cc1cc(=O)[nH][nH]1)c1ccc([N+](=O)[O-])cc1
→ 6.5	3.5	18.6	1.4	-1.9	3.4	-2.2	1.2	-2.1
34	Cc1ccccc1NS(=O)(=O)c1ccc(NC(=O)c2nc3ncccn3n2)cc1
→ 0.1	-4.8	15.9	-2.5	-11.7	8.4	0.2	9.9	-0.3
35	COc1ccc(S(=O)(=O)N2CC(C(=O)O)Oc3ccc(CC(=O)O)cc32)cc1 (stereo not drawn)
→ -1.2	10.1	2.2	10.2	3.7	1.6	-1.2	2.9	-7.7
36	Cc1nc2c(ncn2-c2ccccc2)c(=O)n1NC(=O)CN1CCCC1
→ -26.5	-17.2	4.1	-14.0	10.3	12.3	1.3	1.1	1.4
37	CCOC(=O)[C@]12CCCC=C1N(Cc1ccc(Cl)cc1Cl)C(=O)[C@H](CC(=O)NCCCN1CCCC1=O)C2
→ 0.8	1.4	10.9	8.3	·	-3.5	·	1.3	0.7
38	Cn1c(C(=O)NCCCN2CCN(c3ccc(F)cc3)CC2)cc2c(=O)n(C)c3ccccc3c21
→ -7.6	-13.0	7.2	-4.1	3.6	2.0	-1.3	-1.0	0.4
39	CCN1CCN(C(=O)Cn2ncc3c([nH]c4ccccc43)c2=O)CC1
→ -6.7	3.4	17.8	0.7	-15.3	0.2	-0.6	1.6	-1.1
40	N#Cc1ccc(S(=O)(=O)N2CCN(C(=O)[C@@H]3CCCN3C(=O)c3cccs3)CC2)cc1
→ 5.6	-2.5	7.3	5.4	78.9*	1.4	-0.2	0.7	2.9
41	COc1ccc(-c2cnc(SCCNC(=O)c3ccc4c(c3)OCO4)[nH]2)cc1
→ 2.7	-0.9	-8.0	0.9	5.2	-1.6	1.8	-1.2	-4.2
42	N#Cc1ccc(COC(=O)CSc2nnc(N)s2)cc1
→ -2.6	-5.5	13.7	-5.4	10.5	5.7	-1.9	10.7	0.8
43	O=C(Nc1nccs1)c1ccccn1
→ 7.3	4.0	-9.4	0.3	-4.8	1.8	-0.9	0.8	-0.6
44	O=C(NN1C(=O)c2ccccc2NC1c1cccnc1)c1ccccc1 (stereo not drawn)
→ 2.7	1.3	18.1	10.4	3.2	9.8	-2.1	1.2	0.1
45	COc1ccc(C)cc1-n1nnnc1SCC(=O)NC1CC1
→ 6.4	8.9	2.6	-2.5	-6.0	4.0	-1.0	3.5	2.0
46	CC(=O)c1cccc(NC(=O)COc2ccc(S(=O)(=O)N3CCCCC3)cc2)c1
→ -6.8	15.0	19.1	-6.8	-1.6	9.2	0.5	11.6	-1.5
47	Cc1ccccc1CSc1ccc(S(=O)(=O)N2CCCC2)cn1
→ -0.2	18.7	17.8	-13.3	-7.3	11.0	0.2	2.3	-8.1
48	COCC(=O)Nc1nnc(-c2cccs2)s1
→ 7.9	4.7	-6.3	-8.6	9.6	0.1	1.6	1.7	-1.1
